High-throughput results as filed in PubChem BioAssay.
GRP78 ERSR act – qHTS for Inducers of the Endoplasmic Reticulum Stress Response (ERSR) in Human Glioma: qHTS. Potency, µM, for inactives: top-dose activation, actives largely listed as activators. hit rate 0.02% among 420,000. U87-MG GRP78 promoter luciferase reporter, 16 h; further: potency means the concentration at half of the fitted maximal effect; series mostly up to about 76 µM; % of control where 0% means no effect; nearly all actives have a fitted effect of over 35% in size
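ERSR induction read as luciferase luminescence (Bright-Glo, 10 min at room temperature) in stably transfected human U87-MG glioma cells exposed to compounds for 16 h, using GRP78 as sensor.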
Vif-APOBEC3F blk – qHTS for Inhibitors of Vif-A3F Interactions: qHTS; Potency, µM (top dose mostly 46.1 µM), for the others: at the top dose activity, negative = active; hit rate 0.2% among 390,000; HeLa A3F-eYFP + Vif (tagged APOBEC3F with the HIV-1 protein that degrades it), YFP fluorescence increase; further: potency means the concentration at half of the fitted maximal effect; % of control where 0% means no effect; nearly all actives have a fitted effect of over 65% in size
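HeLa cells stably expressing Vif plus C-terminally eYFP-tagged A3F were seeded, incubated overnight at 37 deg C, dosed with compound, incubated overnight again at 37 deg C. Yellow fluorescence (Ex 488/Em 500-530) reported blocked Vif-mediated A3F-eYFP degradation.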
D1 PAM – Potentiators of Human D1 Dopamine Receptor: qHTS. potentiation, % at 10 µM. hit rate 0.036% among 360,000. HEK293 TREx D1 cells, calcium flux, dopamine EC20 potentiation. AID 504651, 2011; in the data active means potentiation above about 30%; further: 0% is about no effect
D1 antagonist – Antagonist of Human D 1 Dopamine Receptor: qHTS; activity change, negative = inhibition, % at 10 µM; hit rate 3.2% among 360,000; HEK293 TREx D1 cells, calcium flux, dopamine EC80; active compounds read low; D(1A) dopamine receptor (Homo sapiens), P21728; in the data active means activity change below about -30%; further: on the % scale 0 is the no-effect control and ±100 the full control effect
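Tetracycline-induced HEK293 T-REx cells with force-coupled D1 receptor were loaded with a no-wash calcium dye. Compound was added after a 10 s baseline and read kinetically for 180 s; EC80 dopamine was then added and calcium flux followed another 180 s.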
D1 ag – Allosteric Agonists of the Human D1 Dopamine Receptor: qHTS; HEK293 T-REx D1 cells, calcium flux, agonist mode; hit rate 1% among 360,000; activation, % at 2 µM; in the data active means activation above about 30%; further: 0% is about no effect
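Tetracycline-induced HEK293 TREx D1 cells, force-coupled to calcium signalling, were dye-loaded with a no-wash calcium kit. Compound was pin-added after a 10 s baseline. Fluorescence was read kinetically at 1 cycle/s for 180 s, with calcium rises flagged as agonism.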
RXFP1 antag – qHTS Assay for Antagonists of the Relaxin Receptor RXFP1; Relaxin receptor 1 (Homo sapiens), Q9HBX9; HEK293-RXFP1, relaxin-stimulated cAMP HTRF, 30 min; active compounds read low; hit rate 0.59% among 350,000; activity change, negative = inhibition, % at 57.5 µM;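 active means activity change of -60% or lower, but not beyond a set lower limit; inconclusive means change between -60% and -40%, or beyond the set limit; inactive means change above -40%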; further: on the % scale 0 is the no-effect control and ±100 the full control effect
Target sequence (Q9HBX9 whole entry, looked up): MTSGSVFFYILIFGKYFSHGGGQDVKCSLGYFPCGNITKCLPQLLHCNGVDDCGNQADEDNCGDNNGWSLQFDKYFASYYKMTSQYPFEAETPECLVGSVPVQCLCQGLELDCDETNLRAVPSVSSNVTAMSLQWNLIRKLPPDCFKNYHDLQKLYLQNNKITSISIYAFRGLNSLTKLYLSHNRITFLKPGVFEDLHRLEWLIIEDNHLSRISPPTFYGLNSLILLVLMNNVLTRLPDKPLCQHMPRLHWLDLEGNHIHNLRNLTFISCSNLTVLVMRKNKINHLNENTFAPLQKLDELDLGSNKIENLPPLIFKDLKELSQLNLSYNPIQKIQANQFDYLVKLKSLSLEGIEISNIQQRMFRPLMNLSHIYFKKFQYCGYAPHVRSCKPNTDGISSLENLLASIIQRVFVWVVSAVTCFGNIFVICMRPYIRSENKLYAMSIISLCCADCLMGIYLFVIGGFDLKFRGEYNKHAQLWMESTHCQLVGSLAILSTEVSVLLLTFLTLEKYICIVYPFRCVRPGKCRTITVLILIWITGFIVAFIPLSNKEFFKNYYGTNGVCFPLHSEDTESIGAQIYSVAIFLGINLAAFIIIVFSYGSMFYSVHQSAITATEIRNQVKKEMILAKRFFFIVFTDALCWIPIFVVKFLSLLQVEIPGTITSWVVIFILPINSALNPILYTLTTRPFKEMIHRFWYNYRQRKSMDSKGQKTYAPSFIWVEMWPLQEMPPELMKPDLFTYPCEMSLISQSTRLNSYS
D2 potentiator – HTS Assay for Positive Allosteric Modulators of the Human D2 Dopamine Receptor: Primary Screen for Potentiators | HEK293 T-REx D2, calcium flux, EC20 dopamine potentiation | potentiation, % at 10 µM | AID 485347, 2010 | hit rate 0.34% among 340,000;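 active means potentiation over 3 SD above the plate norm, cut at about 30% in these data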; further: 0% is about no effect
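Primary screen. Calcium kinetics in induced HEK293 T-REx D2 cells: compound pre-addition 180 s, EC20 dopamine, 180 s more.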
Vif-A3G inh – qHTS for Inhibitors of Vif-A3G Interactions: qHTS | HeLa A3G-eYFP + Vif (tagged APOBEC3G with the HIV-1 protein that degrades it), YFP fluorescence, overnight | AID 602310, 2012 | hit rate 0.076% among 410,000 | Potency, µM (doses to about 46.1 µM), inactives show top-dose activity, negative = active, most hits filed as inhibitors | DNA dC->dU-editing enzyme APOBEC-3G (Homo sapiens), Q9HC16;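 further: potency means the concentration at half of the fitted maximal effect; on the % scale 0 is the no-effect control and ±100 the full control effect; nearly all actives have a fitted effect of over 60% in size; hits raise eYFP signal because A3G escapes Vif-driven loss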
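HeLa cells stably expressing Vif and C-terminally eYFP-tagged A3G, seeded overnight at 37 deg C, then exposed to compound by pintool overnight at 37 deg C. Rise in yellow fluorescence (Ex 488/Em 500-530, Acumen) marks blocked Vif-driven A3G degradation.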
RXFP1 ag – qHTS Assay for Agonists of the Relaxin Receptor RXFP1 | Potency, µM (series often up to 57.5 µM), without a hit: at the highest dose activation, hits mostly activators | HEK293T-RXFP1 cAMP TR-FRET, 30 min; response scale: percent of porcine relaxin response, buffer zero | hit rate 0.3% among 370,000 | Relaxin receptor 1 (Homo sapiens), Q9HBX9; further: potency means the concentration at half of the fitted maximal effect; on the % scale 0 is the no-effect control and ±100 the full control effect; nearly all actives have a fitted effect of over 60% in size; many of its hits are not listed in these tables
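Agonist response is measured as cAMP accumulation in an RXFP1-transfected HEK293T line under PDE4 inhibition. Values are scaled between buffer-only and 29 nM porcine relaxin, and EC50s come from standard Hill equation fits.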
* hit, by the source's call; u = inconclusive; x = no result given. Unless noted, the call rests on the fitted dose curve; in most records, active means well fitted curve in the direction sought with a large enough effect; inconclusive means small, poorly fitted or top-dose-only effect, or another doubt; inactive means no such curve, though single readings can be large; an effect the other way counts as inactive or inconclusive. A portion of the library (hit frequency here may not be typical).

SMILES	GRP78 ERSR act	Vif-APOBEC3F blk	D1 PAM	D1 antagonist	D1 ag	RXFP1 antag	D2 potentiator	Vif-A3G inh	RXFP1 ag
Cc1cccc(CCNC(=O)CCc2c(C)nc3c(-c4ccc(F)cc4)c(C)nn3c2C)c1	-3%	-7%	-4	-2	2	x	7	3%	6.7%
CSc1ncc(C(=O)Nc2cccc(C)c2C)c(C)n1	-4%	2%	-3	-47*	0	-9	11	-7%	-1.0%
COc1ccc(CNc2nc(S(=O)(=O)c3ccccc3)c(Cl)s2)cc1OC	-2%	-4%	-5	-18	13	-12	13	0%	0.6%
COc1cc2c(cc1OC)CN(C(=O)C1CCN(S(=O)(=O)c3ccccc3F)CC1)CC2	-5%	14%	-8	0	0	2	2	1%	-0.3%
Nc1nnc(C(c2ccccc2)c2ccccc2)s1	-2%	x	-2	0	4	0	14	-4%	1.1%
Cc1nnc(NC(=O)C2CCCCC2)s1	-2%	4%	-3	33	11	-6	x	-1%	0.3%
CCN(C(=O)COC(=O)/C=C/c1c(C)nn(-c2ccccc2)c1C)C1CCS(=O)(=O)C1 (configuration not stated)	-3%	0%	3	25	5	0	-2	-8%	3.4%
CCOC(=O)Nc1cccnc1Sc1ccc(Cl)cc1	-4%	6%	x	x	x	8	x	-1%	x
CSCCC(NC(=O)c1ccccc1)C(=O)Nc1ccncc1 (configuration not stated)	6%	0%	-8	-2	2	-2	-7	2%	1.3%
CCOc1ccc(S(=O)(=O)n2nc(C)cc2C)c2ccccc12	0%	-3%	3	17	6	-21	-8	-4%	2.0%
O=C(Nc1nc(-c2ccc(Cl)cc2Cl)cs1)c1ccc(OCC2CCCO2)cc1 (configuration not stated)	-5%	1%	0	-7	3	3	12	0%	1.6%
CCN(CC)C(=O)C1CCN(S(=O)(=O)c2ccc(-n3cnnn3)cc2)CC1	-2%	10%	-2	1	6	-8	2	0%	-1.5%
COCCN(C(=O)COC(=O)CSc1cc(C)ccc1C)c1c(N)n(Cc2ccccc2)c(=O)[nH]c1=O	-4%	-2%	x	x	x	3	x	2%	x
COc1ccc(CCN(C)C(=O)CNC(=O)c2ccc3c(c2)OCO3)cc1OC	-4%	-28%	-8	-20	0	-4	-9	1%	-3.9%
N#Cc1ccccc1NC(=O)c1cnc(N2CCOCC2)c2ccccc12	3%	-12%	-4	7	1	-17	8	-2%	4.5%
O=C(CN1CCc2ccccc2C1)NCc1ccco1	-2%	-4%	-2	x	1	0	-5	0%	0.7%
CCOC(=O)CC(NC(=O)Cc1cccs1)c1ccccc1Cl (configuration not stated)	2%	13%	-7	-12	2	3	5	2%	-0.1%
COc1ccc(NC(=O)c2cc([N+](=O)[O-])ccc2NC(=O)CNCc2ccccn2)c(OC)c1	-2%	14%	2	-9	1	6	12	-6%	-3.0%
Cc1ccc(NC(=S)Nc2ccc(F)cc2)cc1C	7%	u	-6	-20	3	5	-9	3%	0.8%
CN=C(Cc1ccccc1)C1=C(O)CC(C)(C)CC1=O	0%	-1%	0	-2	5	-4	-5	0%	0.2%
O=C(Cn1c(=O)sc2ccccc21)Nc1ccc2c(c1)OCCO2	-3%	x	2	-2	3	-9	-6	-1%	0.1%
Cc1cc(Br)cc2cn[nH]c12	-2%	6%	-3	-20	2	1	4	0%	3.2%
Cc1ccc(NC(=O)CSc2nc3ccccc3c(=O)n2CC2CCCO2)cc1 (configuration not stated)	-3%	-5%	-5	-1	5	3	x	-1%	2.7%
COc1ccc(-c2cccc(NS(=O)(=O)c3cc(C)ccc3OC)c2)nn1	-5%	5%	-2	-8	5	3	-1	1%	1.1%
COc1ccc(CCNS(=O)(=O)c2cccc([N+](=O)[O-])c2)cc1OC	-1%	-2%	1	30	7	5	x	0%	0.5%
CCCC(=O)Nc1nnc(SCC(=O)NCc2ccco2)s1	-3%	-11%	2	0	1	-2	-1	1%	0.0%
COc1ccc(-c2cc3nc(C)c(CCC(=O)N4CCN(c5cc(C)ccc5C)CC4)c(C)n3n2)c(OC)c1	-2%	-4%	-2	4	0	x	0	1%	2.1%
CCCC1=NCCn2cccc21	-3%	-18%	0	13	1	-5	4	3%	2.2%
Cc1ccccc1Nc1nc(N)nc(CSc2nnc(C)n2C)n1	-2%	13%	-5	5	2	-7	6	-2%	0.8%
COc1ccc(N2CCN(C(=O)c3cccc(Cn4cc(Cl)cn4)c3)CC2)cc1	-3%	-3%	-6	-14	0	0	-5	-3%	-2.6%
Cc1ccccc1S(=O)(=O)NC1=NCCCCC1	-4%	-18%	-1	4	0	0	9	-1%	4.9%
Cc1cccc(N2C(=O)CC(N3CCN(Cc4ccc(Cl)cc4)CC3)C2=O)c1 (configuration not stated)	-4%	0%	-4	6	2	9	-12	0%	1.0%
CCOC(=O)c1ccc(NC(=O)CCSCCc2ccccn2)cc1	-2%	-3%	-3	6	2	-3	13	0%	1.8%
Cc1cccc(/C=N/NC(=O)c2ccc(Br)cc2)c1	4%	-26%	-5	-1	1	-4	-25	0%	-0.6%
Cc1ccc2nc(Nc3ccc4[nH]c(=O)[nH]c4c3)c(-n3nc(C)cc3C)nc2c1	7%	u	-1	6	5	-24	x	-12%	1.6%
O=c1c2ccccc2nnn1CSc1nnc2ccccn12	-9%	6%	-3	10	1	-1	-6	1%	0.8%
O=C(Nc1ccccc1)c1cc2c(-c3ccccc3)nn(-c3ccccc3)c2s1	-2%	5%	-1	-9	6	x	-12	4%	3.6%
Cc1cc(C)c(CNC(=O)c2cc(C3CC3)nc3c2cnn3C(C)C)c(=O)[nH]1	-5%	-9%	-3	0	0	-6	-2	0%	0.3%
COc1cc(OC)c(NC(=O)NCc2ccc3c(c2)CCN3C(C)=O)cc1Cl	-2%	1%	-4	-13	-1	-7	-12	-6%	3.2%
CC(C)CCOC(=O)/C(=C/c1ccco1)NC(=O)/C=C/c1ccccc1	-2%	-7%	-7	-4	0	-9	x	-2%	-0.1%
CCC(CC)C(=O)Nc1cc(OC)c(OC)cc1C(=O)O	-4%	-6%	-4	-11	1	-7	2	0%	1.4%
O=C(Nc1ccccc1)Nc1c(F)cccc1F	0%	13%	-3	9	3	-12	-7	1%	4.2%
NC(=O)C[C@@H]1NC(=O)[C@H](CCC(=O)O)NC(=O)c2cc([N+](=O)[O-])cc(I)c2OCC[C@@H](C(N)=O)NC1=O	0%	1%	-2	30	1	x	1	-3%	2.2%
Nc1cccc(-c2cn3ccsc3n2)c1	-5%	0%	1	8	0	8	8	-2%	-1.4%
Cc1ccc(C(=O)CC2(O)C(=O)N(Cc3ccccc3)c3ccccc32)o1 (configuration not stated)	4%	1%	6	-14	0	-2	2	-6%	0.0%
CCN(CC(O)COCc1ccc(Cl)cc1)C1CCCCC1 (configuration not stated)	1%	1%	7	5	4	-27	-10	2%	3.0%
CCOc1ccc(N(CC(=O)NC2CCC(C)CC2)S(=O)(=O)c2c(C)noc2C)cc1 (configuration not stated)	-3%	1%	-2	1	6	-19	11	-2%	1.6%
CCSc1nnc(NC(=O)c2cccc(S(=O)(=O)N(C)c3ccccc3)c2)s1	-2%	4%	-5	6	2	0	4	4%	0.4%
CCN1C(=O)[C@H]2[C@@H](c3ccc(C(F)(F)F)cc3)N[C@]3(CCCN(Cc4ccc(Br)cc4)C3=O)[C@H]2C1=O	-7%	0%	x	x	x	5	x	2%	x
CCOC(=O)c1ccc(NC(=O)CCS(=O)(=O)c2ccc(Br)s2)cc1	-4%	0%	-1	-8	0	-11	-3	-4%	0.9%
Cc1cc(C)c2nc(NCCCNC(=S)NCCCN(C)C)c(C#N)cc2c1	-7%	1%	-16	-16	4	2	-10	-17%	2.0%
CCCc1cc(=O)[nH]c(SCC(=O)c2cc(C)n(-c3c(C)n(C)n(-c4ccccc4)c3=O)c2C)n1	-3%	-15%	-4	8	1	-7	5	-2%	0.4%
Cc1cc(S(=O)(=O)Nc2ccccc2C(=O)O)ccc1Cl	0%	-6%	-3	10	2	5	-13	3%	0.3%

Of the compounds above, these have a cyano group.
SMILES	GRP78 ERSR act	Vif-APOBEC3F blk	D1 PAM	D1 antagonist	D1 ag	RXFP1 antag	D2 potentiator	Vif-A3G inh	RXFP1 ag
N#Cc1ccccc1NC(=O)c1cnc(N2CCOCC2)c2ccccc12	3%	-12%	-4	7	1	-17	8	-2%	4.5%
Cc1cc(C)c2nc(NCCCNC(=S)NCCCN(C)C)c(C#N)cc2c1	-7%	1%	-16	-16	4	2	-10	-17%	2.0%

Only Vif-A3G inh, D1 ag and D1 PAM, for some of the entries so far:
Compound,Vif-A3G inh,D1 ag,D1 PAM
Nc1cccc(-c2cn3ccsc3n2)c1,-2%,0,1
Cc1ccc(C(=O)CC2(O)C(=O)N(Cc3ccccc3)c3ccccc32)o1 (configuration not stated),-6%,0,6
CCN(CC(O)COCc1ccc(Cl)cc1)C1CCCCC1 (configuration not stated),2%,4,7
CCOc1ccc(N(CC(=O)NC2CCC(C)CC2)S(=O)(=O)c2c(C)noc2C)cc1 (configuration not stated),-2%,6,-2
CCSc1nnc(NC(=O)c2cccc(S(=O)(=O)N(C)c3ccccc3)c2)s1,4%,2,-5
